procasp3 activ: activators of human procaspase-3 D3A mutant, primary screen, biochemical, absorbance, PC-3 D3A mutant, single concentration; Caspase-3 (Homo sapiens), P42574; recombinant procaspase-3 D3A, Ac-DEVD-pNA absorbance 405 nm; hit rate 0.11% among 330,000; AID 463141, 2010; activation, % at 8.5 µM;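 active means activation above the mean of all tested compounds plus 3 SD, cut at about 21% in these data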;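 further: 0% = DMSO alone and 100% = DMSO wells spiked with extra 5 µM PC-3 D3A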
Target sequence (P42574 whole entry D9A/D28A/D175A): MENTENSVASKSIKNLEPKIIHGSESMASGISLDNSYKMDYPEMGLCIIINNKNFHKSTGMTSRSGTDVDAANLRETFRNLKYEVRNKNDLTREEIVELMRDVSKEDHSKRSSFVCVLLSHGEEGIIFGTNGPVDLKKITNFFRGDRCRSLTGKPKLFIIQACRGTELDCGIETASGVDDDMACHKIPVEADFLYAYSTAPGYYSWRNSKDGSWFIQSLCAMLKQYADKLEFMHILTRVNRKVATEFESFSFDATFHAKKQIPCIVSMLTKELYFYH
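Compound: 8.5 µM single point, 0.8% DMSO / Material: Autoprocessing-dead procaspase-3 D3A mutant enzyme / Timing: 1 h preincubation plus 2 h reaction at 25 °C / Medium: Zinc-free HEPES/NaCl buffer with 0.01% Triton X-100 at pH 7.4 / Technique: 405 nm absorbance of p-nitroaniline, reads at 0 and 120 min / Repeats: one well per compound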
LAP4-GFP MLPCN: modulators of LAP4-GFP expression in yeast, primary screen, S. cerevisiae, multiplex flow cytometry, MLPCN library. 3 h; median GFP as percent of DMSO wells. GFP response vs DMSO, % at 10 µM. hit rate 0.34% among 320,000. AID 2023, 2009;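 active means GFP response vs DMSO above a set limit, about the screen mean plus 3 SD, cut at about 150% in these data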
MEP2-GFP yeast: modulators of MEP2-GFP levels in yeast, primary screen, S. cerevisiae, multiplex flow cytometry, MLPCN library; AID 2016, 2009; S. cerevisiae MEP2-GFP strain, 3 h; 100% = DMSO control level; GFP response vs DMSO, % at 10 µM; hit rate 0.51% among 330,000;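 active means GFP response versus DMSO above a set limit, roughly screen mean plus 3 SD, cut at about 180% in these data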;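 further: median GFP fluorescence of the barcode-gated MEP2-GFP cells per well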
AHR act: AHR activators, primary screen, cell-based, luminescence, luciferase reporter, human. AHR-responsive luciferase reporter cells. activation, % at 5 µM. hit rate 2.5% among 320,000; in the data active means activation above about 47%;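 further: 0% = vehicle wells and 100% = reference agonist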
Yeast superoxide: reduction of superoxide in aged yeast, primary screen, HTS. S. cerevisiae aged cells, superoxide DHE fluorescence; hits give low values. superoxide response (% of plate mean), % at 10 µM. hit rate 0.18% among 330,000. AID 2690, 2010;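 active means superoxide response under a set limit, about three screen SD below normal, cut at about 65% in these data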;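 further: yeast aged for seven days with compound at 30 °C before DHE staining; 100% = average MFI of all compound-treated wells on the plate with controls excluded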
RPL19A TOR yeast: RPL19A-GFP expression modulators in yeast, primary screen, cell-based, S. cerevisiae, multiplex flow cytometry, MLPCN | S. cerevisiae RPL19A-GFP strain, 3 h; hits give low values | percent response vs DMSO, % at 10 µM | hit rate 0.3% among 330,000 | AID 2025, 2009;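 active means percent response vs DMSO below 50%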;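 further: median channel GFP fluorescence of the barcoded RPL19A-GFP strain; ratio of sample median GFP to plate DMSO average so 100% = DMSO; lower means less RPL19A-GFP as with rapamycin TOR inhibition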
JMJD2C inh: inhibitors of GASC-1 histone demethylase, primary screen, biochemical, fluorescence, DELFIA europium. hit rate 0.069% among 330,000. Lysine-specific demethylase 4C (Homo sapiens), Q9H3R0. GST-JMJD2C(1-420) H3K9me3 demethylation. inhibition, % at 2.35 µM;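 active means more than half of a compound's replicate wells show inhibition beyond 50%, single wells judged on their own value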;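 further: signal counts dimethyl H3K9 product captured on neutravidin plate; 0% = median of DMSO wells and 100% = 0.3 times that DMSO median; strong numbers were not always called active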
Target sequence (Q9H3R0 1-420 limits assumed): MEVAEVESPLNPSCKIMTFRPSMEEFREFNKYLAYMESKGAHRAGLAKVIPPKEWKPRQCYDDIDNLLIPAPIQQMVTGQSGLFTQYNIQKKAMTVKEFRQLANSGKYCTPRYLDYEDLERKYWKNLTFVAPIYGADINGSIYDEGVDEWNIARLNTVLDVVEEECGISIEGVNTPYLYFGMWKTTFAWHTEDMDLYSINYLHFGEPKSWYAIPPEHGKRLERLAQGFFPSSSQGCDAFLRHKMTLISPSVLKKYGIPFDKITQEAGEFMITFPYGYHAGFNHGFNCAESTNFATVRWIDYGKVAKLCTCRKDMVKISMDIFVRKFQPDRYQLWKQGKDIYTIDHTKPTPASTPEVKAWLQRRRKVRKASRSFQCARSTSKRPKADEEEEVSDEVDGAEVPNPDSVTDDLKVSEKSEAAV
proCasp7 act: procaspase-7 activators, primary screen, counter-screen for procaspase-3 activator project, biochemical, absorbance, HTS, human; Caspase-7 (Homo sapiens), P55210; recombinant procaspase-7, Ac-DEVD-pNA absorbance 405 nm; D23A/D198A/D206A triple mutant, cannot self-cleave; scale: DMSO 0, 5 µM enzyme 100; activation, % at 8.5 µM; hit rate 0.093% among 330,000;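 active means percent activation above the screen-wide mean plus 3 SD, cut at about 25% in these data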
Target sequence (P55210 whole entry D23A/D198A/D206A): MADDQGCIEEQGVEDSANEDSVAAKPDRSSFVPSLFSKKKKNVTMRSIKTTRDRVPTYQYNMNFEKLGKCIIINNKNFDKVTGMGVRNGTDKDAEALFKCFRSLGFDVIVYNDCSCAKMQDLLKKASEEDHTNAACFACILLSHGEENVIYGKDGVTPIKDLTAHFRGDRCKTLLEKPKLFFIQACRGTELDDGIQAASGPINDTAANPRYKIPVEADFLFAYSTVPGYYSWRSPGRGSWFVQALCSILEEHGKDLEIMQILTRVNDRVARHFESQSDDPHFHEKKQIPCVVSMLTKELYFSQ
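System: Procaspase-7 triple mutant (PC-7 D3A); measure: % activation from two-timepoint absorbance difference, scaled to controls; times: 1 h compound preincubation, 2 h substrate cleavage, 25 °C; also added: Ac-DEVD-pNA substrate, 400 µM as added; measured by: Epi-absorbance of released pNA at 405 nm, two timepoints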
Starred values were filed as active, the others as inactive; nt = no result given; [ ] = dose if it differs, or a comment.

SMILES	procasp3 activ	LAP4-GFP MLPCN	MEP2-GFP yeast	AHR act	Yeast superoxide	RPL19A TOR yeast	JMJD2C inh	proCasp7 act
CC(C)(C)NC(=O)c1cc([N+](=O)[O-])ccc1N1CCCCC1	-7	103	98	3	98	99	1	-9
COC(=O)c1ccccc1NC(=O)NCc1ccccc1	-2	96	94	2	107	102	-7	-7
N#CCc1c(C#N)c(N)nc(N2CCCC(O)C2)c1C#N (stereo unspecified)	4	95	104	6	102	100	1	-21
Cc1ccc(S/C(=N\S(=O)(=O)c2ccc(Cl)cc2)c2ccccc2)cc1	-8	122	93	2	97	93	-5	-11
N#Cc1c(-c2ccc(C(F)(F)F)cc2)cc(-c2ccccc2)[nH]c1=S	-7	103	95	2	87	100	-20	3
O=C(CN(c1cccc(Br)c1)S(=O)(=O)c1ccccc1)N/N=C/c1cc([N+](=O)[O-])ccc1O	-9	108	103	-1	96	101	6	2
Cn1cnnc1Sc1ccc(/C=C(\CC(=O)O)c2nc3ccccc3s2)cc1[N+](=O)[O-]	3	97	108	0	120	102	10	1
C=CC[C@@H](CC(=O)NCCO)C(=O)N[C@@H](C)COC(=O)[C@H](CC=C)CC(=O)OC(C)(C)C	7	101	103	-1	91	105	nt	11
CCOC(=O)c1c(NC(C)=O)sc2c(O)c(Br)cc(Br)c12	-12	102	95	4	114	97	3	-18
O=C1C2CCCN2C(=S)N1c1ccc(Cl)cc1 (stereo unspecified)	-7	95	112	32	95	107	-5	-21
COc1ccc(C(=O)Nc2ccc(S(=O)(=O)Nc3ncccn3)cc2)cc1OC	-7	96	93	0	102	91	-20	-3
CC(C)(O)[C@@H]1Cc2c(ccc3ccc(=O)oc23)O1	1	114	91	0	100	94	4	-2
O=C(CSc1ccccc1)Nc1ccc(N2CCOCC2)c(F)c1	3	103	96	9	96	103	0	-6
O=C1c2ccccc2C(=O)N1CCCCON1C(=O)c2ccccc2C1=O	4	89	98	-5	109	105	9	6
O=C(OCC(=O)c1ccc(Br)s1)c1ccc(O)cc1	-1	96	93	1	88	95	-6	4
COc1cc(OC)c(C2C(C#N)=C(C)NC(C)=C2C#N)c(C(=O)O)c1	5	110	100	-3	93	98	-124	4
Cc1ccc2nc(N(CCCN(C)C)C(=O)c3ccc(S(=O)(=O)N4CCc5ccccc5C4)cc3)sc2c1	1	119	110	-7	103	99	-12	-5
COc1ccccc1N(C(=O)CN1C(=O)c2ccccc2S1(=O)=O)C(C(=O)NCC1CCCO1)c1ccc(F)cc1 (stereo unspecified)	2	96	102	1	102	102	0	2
CCOC(=O)NC(=O)c1cn(Nc2ncc(C(F)(F)F)cc2Cl)c(=O)[nH]c1=O	3	nt	98	2	109	100	15	-2
COC(=O)CN1C(=O)CC(C)(C)Sc2ccccc21	2	97	94	-2	101	102	12	-4
Fc1ccc(/C=N/NC2=Nc3cccc4cccc2c34)cc1	-36	108	100	23	95	95	-4	-14
COc1ccc(/C=N/NC(=O)c2cccc(O)c2)cc1Cn1nc(C)c([N+](=O)[O-])c1C	5	94	90	3	92	88	14	9
Cn1cc(CNCCCn2ncc3ccccc32)c(-c2ccccc2F)n1	1	97	100	-1	102	97	5	3
CCCN(CC(=O)Nc1ccccc1OC)C(=O)c1ccc(S(=O)(=O)NCc2ccco2)cc1	2	93	95	0	96	97	-6	4
Cc1cc(C)c(NC(=O)CS(=O)CC(=O)N2CCN(c3cccc(C)c3C)CC2)c(C)c1 (stereo unspecified)	2	92	104	0	103	101	-19	6
Next section.
SMILES	procasp3 activ	LAP4-GFP MLPCN	MEP2-GFP yeast	AHR act	Yeast superoxide	RPL19A TOR yeast	JMJD2C inh	proCasp7 act
C=CCN(c1ccccc1OC)S(=O)(=O)c1cccc(C(=O)OCC(=O)N2CC(C)OC(C)C2)c1 (stereo unspecified)	-10	95	94	-1	77	92	5	4
CCOc1ccccc1NC(=S)N1C2CCC1CC(NC(=O)NC13CC4CC(CC(C4)C1)C3)C2 (stereo unspecified)	2	92	110	1	90	104	-4	13
Cc1nc(-c2ccncc2)nc(NCCNc2ncccc2C(F)(F)F)c1Cl	-2	116	111	18	95	102	2	-2
CCn1cnc2c([N+](=O)[O-])c(NS(=O)(=O)c3ccc(C)cc3)ccc21	7	90	105	0	108	100	3	1
CCN(CC)S(=O)(=O)c1ccc(OC)c(NC(=O)c2cc(=O)[nH]c3ccccc23)c1	6	103	96	4	102	98	0	0
CC(Oc1ccc(-c2ccccc2)cc1)C(=O)N1CCOCC1 (stereo unspecified)	4	98	97	8	106	96	-28	2
Cc1nn(-c2ccccc2)c(C)c1/C=N/NC(=O)CSc1nnc(SCc2cccc3ccccc23)s1	-7	100	104	3	85	101	50	1
O=C(Cc1ccccc1Cl)Nc1nc2ccccc2[nH]1	2	101	98	23	92	100	-6	9
CCOc1ccc(C(=O)Nc2ccc(NC(=O)c3ccco3)c(Cl)c2)cc1Cl	-3	90	96	0	103	93	1	2
CCN(CC(=O)NCC1CCCO1)S(=O)(=O)c1ccc(Cl)cc1 (stereo unspecified)	5	102	99	3	99	98	50*	2
Cc1c(O)nc(SCC(=O)Nc2nccs2)n(-c2ccccc2F)c1=O	nt	65	96	nt	94	106	11	nt
O=C(Nc1ccc2c(c1)OCO2)c1ccc([N+](=O)[O-])cc1[N+](=O)[O-]	-7	99[may fluoresce violet]	220*[may fluoresce violet]	72*	159	65[may fluoresce violet]	14	-13
CC(=O)Nc1ccc(NC(=O)CCC(=O)OCC(=O)c2ccc(C)c([N+](=O)[O-])c2)cc1	9	106	99	3	99	92	8	-4
CCOc1ccc(C(=O)NC(C(=O)NCCc2ccc(S(N)(=O)=O)cc2)C(C)C)cc1 (stereo unspecified)	9	94	107	0	94	104	-18	-4
CCC(C)NS(=O)(=O)c1cc2c3c(c1)CCC(=O)N3CCC2 (stereo unspecified)	1	103	107	0	123	105	-4	-3
COc1ccccc1NC(=O)CN1CCN(CC(=O)Nc2ccc(OC)c(OC)c2)CC1	0	82	93	0	72	82	-2	-9
O=C(Nc1ccc2c(c1)OCCO2)c1cc(F)c(F)cc1Cl	4	104	110	2	97	101	-9	11
Cc1cccc(C(=O)NCC2CCCO2)c1 (stereo unspecified)	1	93	104	12	99	98	5	11
O=C(N/N=C(/CC(=O)c1cccs1)C(F)(F)F)c1ccc(O)cc1	-9	91	91	5	138	106	1	-20
CC1(C)NC(=O)N(CC(O)CNC23CC4CC(CC(C4)C2)C3)C1=O (stereo unspecified)	1	100	99	-3	83	99	8	-2
COc1ccc2[nH]c(=O)c(CNc3cccc(C)c3)cc2c1	-16	103	97	11	88	97	-6	-19
COc1cc(NC(=O)Cc2cccc3ccccc23)c(C(=O)O)cc1OC	0	86	100	0	89	100	1	4
CCN(CC)C(=O)C(Cc1ccccc1)N1C(=O)c2ccccc2C1=O (stereo unspecified)	0	97	99	5	97	92	-8	9
COc1ccc(CNC(=S)NC(C)CCc2ccccc2)cc1 (stereo unspecified)	4	90	101	2	106	106	-19	1
Cc1ccc(-c2nnn(CC(=O)NCc3ccccc3)n2)c(-n2cnnn2)c1	-3	90	97	6	109	95	-10	-1

Overlap with the part before: four entries, then new ones.
SMILES	procasp3 activ	LAP4-GFP MLPCN	MEP2-GFP yeast	AHR act	Yeast superoxide	RPL19A TOR yeast	JMJD2C inh	proCasp7 act
COc1cc(NC(=O)Cc2cccc3ccccc23)c(C(=O)O)cc1OC	0	86	100	0	89	100	1	4
CCN(CC)C(=O)C(Cc1ccccc1)N1C(=O)c2ccccc2C1=O (stereo unspecified)	0	97	99	5	97	92	-8	9
COc1ccc(CNC(=S)NC(C)CCc2ccccc2)cc1 (stereo unspecified)	4	90	101	2	106	106	-19	1
Cc1ccc(-c2nnn(CC(=O)NCc3ccccc3)n2)c(-n2cnnn2)c1	-3	90	97	6	109	95	-10	-1
CCCCN(CCCC)c1ccc(C(=O)c2ccccc2C(=O)O)c(O)c1	8	96	93	4	95	98	-3	-3
Cc1onc(NC(=O)NC(=O)c2ccccc2F)c1Br	-3	110	94	-1	94	97	38	7
COc1ccc(C(=O)N[C@H](C(=O)NC2CCCCC2)C(C)C)cc1	4	83	94	-1	88	99	13	4
O=[N+]([O-])c1ccc2nc(-c3ccc(Cl)cc3)n(OCc3ccccc3)c2c1	1	101	103	4	111	101	21	4
CCCn1nnc(NC(=O)c2ccc(Cl)cc2Cl)n1	13	101	101	13	95	98	4	5
Cc1csc2nc(O)c(C(=O)NCCN3CCOCC3)c(=O)n12	-5	102	99	-1	110	100	-3	6
CCOC(=O)N1CCC(N2CC34C=CC(O3)C(C(=O)Nc3ccc(C)cc3)C4C2=O)CC1 (stereo unspecified)	-2	100	125	77*	95	100	-38	-7
Cc1scc(-c2n[nH]c(=S)n2C(C)c2ccccc2)c1C (stereo unspecified)	-24	86	102	1	103	105	-4	-23
CC(C)[C@H](NC(=O)c1ccc(Cl)c([N+](=O)[O-])c1)C(=O)O	-1	107	102	-2	99	99	8	0
COc1ccc(-c2nc3ccccc3c(=O)n2CCCn2ccnc2)cc1	-1	103	114	2	92	96	nt	2
c1ccc(CN2CCC(N3CCN(Cc4ccc5c(c4)OCO5)CC3)CC2)cc1	9	103	100	-1	103	98	7	1
CCOc1cc(NC(=S)Nc2ccccc2)c(OCC)cc1NC(=O)c1ccc(OC)cc1	-7	109	104	25	107	98	-2	-4
CC1=C(CC(=O)c2ccccc2)C(=O)c2ccccc2C1=O	0	98	94	48*	110	98	15	-5
Cc1c(CC(=O)O)c(=O)oc2c(C)c(OCc3c(F)cccc3Cl)ccc12	nt	110	105	nt	114	100	-2	nt
N#Cc1c(/N=C/c2cc(Br)cs2)sc2c1CCC2	-2	101	96	-3	83	94	15	5
CCOc1ccc(CN(C)C(=O)CN2C(=O)NC3(CCCc4ccccc43)C2=O)cc1 (stereo unspecified)	3	91	92	1	116	91	1	-12
COc1ccc(-c2cc(-c3ccccc3)nc(SCC(=O)Nc3nccs3)c2C#N)cc1	-1	116	106	-1	117	95	11	4
NNC(=O)/C(=C\c1cccs1)NC(=O)c1ccccc1	-1	90	102	8	104	104	10	1
O=C(Cc1ccccc1[N+](=O)[O-])NC1CC2CCC1C2 (stereo unspecified)	-13	84	96	1	93	104	4	16
Cc1ccc(S(=O)(=O)N(CC(=O)N=Nc2c(O)[nH]c3ccccc23)c2cccc(C)c2)cc1	-3	79	93	10	95	99	5	0
COc1ccc(CCNS(=O)(=O)c2ccc(Br)cc2)cc1OC	-2	91	109	0	104	105	0	11
O=[N+]([O-])c1cc(Cl)ccc1-c1nc(-c2ccccc2)no1	4	107	90	44	122	91	10	3
O=C(Nc1ccc(C(=O)N2CCOCC2)cc1)c1cnn2c(C(F)F)cc(-c3ccccc3)nc12	4	103	94	2	100	90	17	-3
